Screening data deposited in PubChem by several laboratories.
TRPML3 agonist: agonists of human TRPML3 channel; HEK293 TRPML3-YFP, Fluo-8 calcium fluorescence; 100% = the carbachol control signal; AID 1448; Q8TDD5; 0.29% of 220,000 active; activation, % at 3 µM;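 active means activation above its plate's cutoff, the mean activation of the plate's test wells plus 3 SD, cut at about 12% in these data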;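 further: 0% = DMSO only wells and 100% = carbachol wells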
Target sequence (Q8TDD5 whole entry, looked up): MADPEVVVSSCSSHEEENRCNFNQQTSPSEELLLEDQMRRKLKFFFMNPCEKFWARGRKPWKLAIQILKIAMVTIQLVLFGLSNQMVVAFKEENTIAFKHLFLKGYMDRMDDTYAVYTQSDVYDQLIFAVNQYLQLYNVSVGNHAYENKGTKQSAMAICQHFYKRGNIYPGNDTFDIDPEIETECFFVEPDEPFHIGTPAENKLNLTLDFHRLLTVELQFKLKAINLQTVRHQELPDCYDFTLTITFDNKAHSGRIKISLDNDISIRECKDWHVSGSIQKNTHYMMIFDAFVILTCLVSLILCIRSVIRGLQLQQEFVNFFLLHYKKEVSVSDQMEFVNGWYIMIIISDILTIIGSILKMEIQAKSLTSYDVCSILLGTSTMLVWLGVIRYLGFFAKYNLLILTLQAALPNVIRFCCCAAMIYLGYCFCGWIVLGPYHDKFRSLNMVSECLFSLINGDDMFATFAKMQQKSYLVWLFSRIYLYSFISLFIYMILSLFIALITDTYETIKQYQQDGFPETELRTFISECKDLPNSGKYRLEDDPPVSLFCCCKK
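system = HEK293 cells stably carrying human TRPML3-YFP | doses = one concentration, 3 µM nominal, 0.3% DMSO | timing = dye loading 1 h 37 °C then 30 min ambient, 125 s read | detection = Fluo-8 calcium dye fluorescence, ex 470-495, em 515-575 nm | benchmarks = high control carbachol 87 µM, low control DMSO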
14-3-3 Bad inh: disrupts binding of bovine 14-3-3 zeta to phospho-Bad peptide; TR-FRET 14-3-3zeta/Dy647-pBad peptide displacement, 1 h; 0.71% of 220,000 active; inhibition, % at 21.7 µM; P63103;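 active means inhibition above about 70%, limit read from the data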;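 further: 0% = full 14-3-3 plus peptide FRET controls and 100% = background without 14-3-3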
NPY-Y1 PAM-ag: human NPY-Y1 potentiation or agonism, primary screen; P25929; activation, % at 3.6 µM; NPY-Y1 expressing cells, potentiator/agonist activation; AID 1304; 0.37% of 220,000 active; in the data active means activation above about 33%, passing the limit was not always enough;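 further: cells stimulated with NPY at EC10 then isoproterenol at EC100; 0% = low agonist plus stimulus and 100% = saturating agonist plus stimulus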
Target sequence (P25929 whole entry, looked up): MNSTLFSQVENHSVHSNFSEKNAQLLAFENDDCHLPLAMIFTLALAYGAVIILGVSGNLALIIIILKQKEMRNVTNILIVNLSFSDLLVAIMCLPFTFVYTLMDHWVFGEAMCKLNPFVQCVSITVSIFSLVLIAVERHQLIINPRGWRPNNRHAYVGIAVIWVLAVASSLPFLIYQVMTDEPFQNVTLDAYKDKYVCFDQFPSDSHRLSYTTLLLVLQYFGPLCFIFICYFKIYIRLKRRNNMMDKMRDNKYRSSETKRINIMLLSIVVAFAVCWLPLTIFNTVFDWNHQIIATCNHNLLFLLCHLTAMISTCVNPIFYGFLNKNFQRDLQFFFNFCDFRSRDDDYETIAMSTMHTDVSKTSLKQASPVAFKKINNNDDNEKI
PGE2 EP2 inh: EP2 receptor (human) inhibition | P43116 | C6 glioma cells expressing human EP2, cAMP TR-FRET; cells stimulated with saturating PGE2 | inhibition, % at 25 µM | 0.52% of 260,000 active | AID 1422;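 active means percent inhibition above 40 after rounding to a whole number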;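 further: rat C6 glioma host cells with rolipram phosphodiesterase inhibitor present; the protocol text gives 20 µM as final concentration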
EP2 modulator: EP2 receptor (human) modulation | P43116 | EP2-expressing cells, cAMP HTRF FRET, PGE2 co-stimulation | induction, % at 25 µM | 0.83% of 260,000 active | AID 940;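 active means compounds whose cAMP rise, as percent of the full-agonist control response, exceeds 60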;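 further: rat C6 glioma line stably carrying human EP2 under a CMV promoter; the protocol text gives 20 µM as final concentration; 100% = response of wells given 1 µM PGE2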
TRPN1 ag: agonists of zebrafish TRPN1 channel | 0.18% of 220,000 active | HEK293 zebrafish TRPN1-YFP, Fluo-8 calcium fluorescence; 100% = response to 87 µM carbachol | activation, % at 3 µM;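 active means activation above its plate's cutoff, the mean activation of test wells on that plate plus 3 SD, cut at about 19% in these data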;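 further: 0% = DMSO alone and 100% = 87 µM carbachol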
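System: zebrafish TRPN1-YFP in HEK293 cells / Dosing: 3 µM single point / Timing: dye loading 1 h at 37 °C, then 30 min room temperature / Signal: Fluo-8 calcium fluorescence, excitation 470-495 nm, emission 515-575 nm / Read-out basis: percent activation from peak over basal fluorescence ratio, control-normalized / Control set: high carbachol 87 µM, low DMSO alone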
CHOP inhibitor: CHOP inhibition in unfolded protein response. CHO-K1 CHOP-promoter luciferase, tunicamycin-induced, 15-18 h. AID 2732. inhibition, % at 10 µM. 3.8% of 220,000 active;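 active means compounds that reduced the stress-induced luciferase reporter signal by more than about 70% of percent inhibition, limit read from the data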;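 further: 0% = tunicamycin plus vehicle and 100% = wells without tunicamycin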
NPY-Y1 antag: NPY-Y1 (human) receptor antagonism | P25929 | 1% of 200,000 active | inhibition, % at 3.6 µM | HEK293-CNG Y1 cells, membrane potential fluorescence; NPY at EC95, then isoproterenol;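 active means inhibition above the campaign mean inhibition of all tested compounds plus 3 SD, cut at about 20% in these data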;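 further: 0% = DMSO wells given NPY plus isoproterenol and 100% = isoproterenol alone without NPY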
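Test system – HEK293 Y1/CNG channel cell line · Also added – NPY agonist 25 nM, then isoproterenol 1 µM plus Ro 20-1724 25 µM · Compound dosing – one concentration, 3.6 µM, in 0.4% DMSO · Schedule – compound incubation 1 h at room temperature, readout 45 min post-stimulation · Technique – fluorescence, membrane potential probe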
PPC-1+TRAIL kill: kills PPC-1 cancer cells in the presence of TRAIL. cell killing (% activity), % at 4 µM. PPC-1 cells + TRAIL, ATPLite viability luminescence. 0.41% of 220,000 active;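 active means cell killing above 50% in the first pass at 4 µM, then a duplicate retest at 5 µM averaging 50% or more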;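 further: plate controls were cells with TRAIL plus DMSO for no effect and medium-only wells lacking cells for full effect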
* hit, by the source's call; · = not tested or not shown; [ ] = remark or other dose. Only part of the results is shown (hit frequency here may not be typical).

SMILES	TRPML3 agonist	14-3-3 Bad inh	NPY-Y1 PAM-ag	PGE2 EP2 inh	EP2 modulator	TRPN1 ag	CHOP inhibitor	NPY-Y1 antag	PPC-1+TRAIL kill
O=C(COc1nc2ccccc2nc1N1CCOCC1)N1CCc2ccccc21	1.0	-11[fluorescence artefact?]	-1	14	0	0.8	40	7	14
Cc1ccc2c(c1)CC1(CN2C)C(=O)OC(C)(C)OC1=O	0.1	-9	-7	13	18	-1.3	10	1	3
COc1ccc(OCC(=O)NNC(=O)C(=O)N2CCCC2)cc1	0.7	4	-15	5	17	-0.7	22	2	-1
CC(=O)N1CCN(S(=O)(=O)c2c(F)cc(F)c(Cl)c2F)CC1	0.6	-22	11	3	10	-0.4	14	9	12
CCOC(=O)CNC(=O)c1cn(CC)c(=O)c2cc(OC)c(OC)cc12	0.9	-3	2	11	-10	-1.1	-5	2	-12
c1csc(C2Nc3ccccc3-c3nc4ccccc4n32)c1 (centres undefined)	0.5	2	-14	5	9	1.4	17	-1	21
CC(C)C1OC2c3cccc4cccc(c34)C2N1c1ccccc1 (centres undefined)	1.3	-1	-10	6	48	2.2	0	-7	0
Cc1cccc2cc(CN(Cc3ccco3)C(=O)c3cccs3)c(=O)[nH]c12	0.8	5	-9	13	-12	1.5	48	0	12
COCCn1c(SCC(=O)Nc2cc(C)on2)nnc1-c1ccco1	0.8	12	4	11	31	0.5	11	6	10
CN(C)c1ccc(/C=C(/C#N)C(=O)NCc2ccccc2)o1	20*	2[fluorescence artefact?]	20	7	-19	20*	-11	-3	-11
NC(=O)c1ccc(C(F)(F)F)n(Cc2ccc(Cl)cc2)c1=O	-0.4	-1	-5	9	4	-0.5	97*	2	1
Cc1cc(=O)[nH]c(SCC(=O)N2CCN(S(=O)(=O)c3ccccc3)C2)n1	0.2	-2	9	11	3	0.2	1	1	0
O=[N+]([O-])c1ccc(Sc2cccc[n+]2[O-])c2nonc12	14*	6	21	116*	-48	35*	108*	·	34[5 µM]
O=C(CCC(=O)OCC(=O)c1ccccc1)NC1CCCCC1	0.3	17	7	9	27	0.2	18	9	16
COc1ccccc1Nc1nc(N)nc(CSC(=S)N2CCC(C)CC2)n1	-0.6	-7	-6	3	-34	-1.1	46	-3	15
Cc1ccc(-c2nc(-c3ccccc3)no2)c(Cl)c1	-0.1	8	-11	10	-2	0.1	59	3	81*[5 µM]
COc1ccc(Br)cc1/C=N/NC(=O)CNC(=O)/C=C/c1ccccc1	-0.5	1[fluorescence artefact?]	6	9	-10	-1.4	-12	-1	4
N#CC1=C(N)Oc2c(oc(CO)cc2=O)C1c1cccs1 (centres undefined)	-0.1	-4	2	14	1	-0.3	16	1	-1
O=C(c1ccc(F)cc1)N1CCN(c2ccc([N+](=O)[O-])cc2-n2cccc2)CC1	0.5	0	-23	6	-24	3.4	22	·	15
CCSc1nc(-c2ccccc2)nc(C(Cl)Cl)n1	1.1	-10	15	7	32	-0.2	106*	0	·
Cc1nc2c(C(=O)N3CCN(C)CC3)cnn2c(C)c1Cc1ccc(Cl)cc1	0.9	6	-19	10	6	1.6	35	12	27
Cc1nnc(N/N=C/c2ccc([N+](=O)[O-])cc2)n1N	0.0	-5	-1	2	2	0.5	-2	9	10
CCc1ccc(N2C(=O)C3ON(c4ccccc4)C(c4ccco4)C3C2=O)cc1 (centres undefined)	-1.1	-11	12	14	49	-1.2	15	-5	-7
OC(c1ccc2c(c1)OCO2)c1nccc2ccccc12 (centres undefined)	-0.3	9	-2	13	0	-1.7	20	0	-17
C=CCOC(=O)c1sc(NC(=O)c2ccco2)nc1C	0.2	-5	5	10	12	0.3	7	-3	48
Cc1ccc(COn2c(-c3ccc(Cl)cc3Cl)nc3ncccc32)cc1	-1.0	27	-18	6	-14	-2.2	11	8	4
O=C(N/N=C/C=C/c1ccco1)c1cccc([N+](=O)[O-])c1	0.1	2	19	2	22	1.1	-7	10	12
COc1cc(/C=N/NC(=O)C(=O)NCc2ccco2)cc(Cl)c1O	-0.6	60	-10	4	-12	-3.3	-2	·	-15
O=C(CCC1COc2ccccc2O1)N1CCCC1 (centres undefined)	0.3	-6[fluorescence artefact?]	19	5	10	0.4	2	2	19
Cc1cc(Cl)n2nc(C)c(-c3ccc(Cl)cc3)c2n1	-1.5	-3	35	16	6	-1.3	21	-14	54*[5 µM]

3 entries out of the list above, ordered by the value under TRPML3 agonist, highest first:
Structure	TRPML3 agonist	14-3-3 Bad inh	NPY-Y1 PAM-ag	EP2 modulator	CHOP inhibitor	NPY-Y1 antag
COCCn1c(SCC(=O)Nc2cc(C)on2)nnc1-c1ccco1	0.8	12	4	31	11	6
COc1cc(/C=N/NC(=O)C(=O)NCc2ccco2)cc(Cl)c1O	-0.6	60	-10	-12	-2	·
CCc1ccc(N2C(=O)C3ON(c4ccccc4)C(c4ccco4)C3C2=O)cc1 (centres undefined)	-1.1	-11	12	49	15	-5

Other compounds
SMILES	TRPML3 agonist	14-3-3 Bad inh	NPY-Y1 PAM-ag	PGE2 EP2 inh	EP2 modulator	TRPN1 ag	CHOP inhibitor	NPY-Y1 antag	PPC-1+TRAIL kill
COc1ccccc1N(CC(=O)NCCC1=CCCCC1)S(=O)(=O)c1ccccc1	-0.7	-4	-19	3	60	-3.4	40	8	14
CSc1ccc(S(=O)(=O)Nc2ccc(NC(C)=O)cc2)cc1	0.5	-1	11	8	20	-0.5	1	1	3
Cc1ccc(NC(=O)CCC(=O)N/N=C/c2cccs2)cc1C	0.3	-3	3	13	-2	-1.5	1	-5	9
O=C(c1ccc2c(c1)OCO2)N1CCC2(CC1)Oc1ccc(Cl)cc1C(=O)C21CC(c2ccccc2)=NO1 (centres undefined)	·	4	·	7	-14	·	-6	·	-4
CCc1c(O)c(/C(C)=N\O)c(=O)n(-c2ccccc2)c1-c1ccccc1	0.0	-11	-23	8	-18	-1.1	5	8	1
Oc1ccc(-n2cccc2/C=N/n2cnnc2)cc1	0.4	-10	-1	14	34	0.3	-1	0	-1
O=C(Nc1ccc2c(c1)OCCO2)C1CCN(C(=O)c2ccc([N+](=O)[O-])cc2)CC1	0.2	1	-2	4	-14	-0.1	-9	4	4
O=C(NC(=O)c1ccccc1Cl)Nc1ccc(-c2cnco2)cc1	0.7	48	1	8	21	-0.7	-4	·	-10
CC(C)C(=O)NC(=O)COC(=O)/C=C/c1cccs1	0.8	-8	-12	8	20	-0.6	-1	6	7
O=C(CSc1ccc(Cl)cc1)Nc1cccc(-c2nnc(-c3ccco3)o2)c1	0.8	-13	-2	12	-44	0.6	42	8	26
CNC(=O)c1ccsc1NC(=O)CN1C(=O)CCC1=O	·	-1	·	13	29	·	-14	·	16
CCOC(=O)Cc1nn(C)c(=O)c2ccccc12	1.1	-6	8	13	15	2.6	28	-6	8
COc1ccc(CCNC(=O)CNC(=O)Cn2ccc3ccccc3c2=O)cc1OC	1.0	3	-1	3	30	1.4	17	·	-10
Cc1cccc(/C=C(\C(=O)C(=O)O)c2ccc3ccccc3n2)c1	1.7	0	8	10	3	0.6	-20	4	3
c1ccc(N2CCOCCOCCOCCOCC2)cc1	0.5	2	15	9	-30	0.0	6	·	-3
CCCn1c(=O)c2ccccc2n2c(SCc3nc4ccccc4s3)nnc12	-0.1	-9[fluorescence artefact?]	-6	10	19	-0.3	-3	12	7
CCc1cc2c(=O)n(-c3ccc(Br)cc3)cnc2s1	0.4	-19	16	15	17	-1.3	-27	6	-1
CCCOc1ccc(-c2nnn(CC(=O)Nc3cccc(C(=O)OC)c3)n2)cc1	·	10	·	10	-21	·	15	·	-1
COc1cccc(N=Cc2c[nH][nH]c2=O)c1	0.4	-9	-11	5	14	-0.2	18	-3	-7
COc1ccc(NC(=O)CCN2CCCCCC2)cc1	0.4	1	18	·	6	-1.3	21	1	14
COC(=O)c1ccc(NC(=O)Cc2ccccc2)cc1	-0.9	-3	-12	1	19	0.0	-29	-7	34
COc1ccc(Cn2nnnc2C(c2ccccc2Cl)N2CCC(C(N)=O)CC2)cc1 (centres undefined)	-0.3	7	-16	8	-4	1.3	-11	0	14
Cc1nc(N2CCOCC2)sc1C(=O)NN	0.1	-10	4	5	12	-1.0	6	3	14
Cc1ccc(N2CC(C)Cn3c2nc2c3c(=O)n(CC(=O)OCc3ccccc3)c(=O)n2C)cc1C (centres undefined)	0.7	-19	1	6	28	-0.1	8	-5	8
CCN1C(=O)c2ccccc2S(=O)c2ccc(C(=O)N3CCN(C(=O)c4ccco4)CC3)cc21 (centres undefined)	0.3	1	-5	11	17	0.3	-2	6	-13
COc1ccc(C(=O)C2CCCN(Cc3ccc4nonc4c3)C2)c(OC)c1 (centres undefined)	1.7	-8	5	0	-56	0.6	13	4	8
O=C(OC(C(=O)NCc1cccs1)c1ccccc1F)c1ccco1 (centres undefined)	-0.2	-13[fluorescence artefact?]	-22	5	14	-1.4	24	-3	24
CCOc1ccc(C(=O)OC2CCN(C)CC2)cc1	1.6	13[fluorescence artefact?]	-8	14	18	0.5	-13	7	-47
CCCCN=Cc1c(C)[nH]n(-c2ccccc2)c1=S	0.7	-38	-8	10	12	-0.2	43	-2	-5
O=C(c1ccc2nc[nH]c2c1)N1CCc2ccccc2C1	-0.8	-9	8	6	-1	0.6	10	2	-10
Cc1cc(C(=O)NCCCOC(C)C)c2ccccc2n1	1.0	9	-24	7	12	-1.0	0	0	17
CCOc1ccc(N2CC(C(=O)Nc3ccc(F)cc3F)CC2=O)cc1 (centres undefined)	0.0	7[fluorescence artefact?]	-26	8	16	0.4	28	0	15
COc1cc(OC)c(OC)cc1/C=N/Nc1ncnc2c1[nH]c1ccccc12	1.0	6	-11	7	-30	0.4	104*	1	44
Cc1cc(C(=O)CSc2nnc(-c3ccco3)o2)c(C)n1-c1ccc2c(c1)OCCO2	0.7	-22	-22	7	4	4.7	31	7	17
CC(OC(=O)c1ccc(NS(=O)(=O)c2ccc3[nH]c(=O)[nH]c3c2)cc1)C(=O)Nc1ccc(Cl)cc1 (centres undefined)	-0.3	3	67*	7	-12	0.2	10	3	-14
Cc1ccc(C(=O)N/C(=C/c2cccs2)C(=O)NCc2ccco2)cc1	0.7	-7	2	8	30	0.1	-25	-3	-21
CCOC(=O)c1ccccc1NC(=O)c1ccccc1NS(C)(=O)=O	-0.4	22	-42	14	14	-0.7	18	10	13
CCCCNc1cc(=O)oc2ccccc12	0.4	-2[fluorescence artefact?]	-5	3	25	0.4	5	-2	3

Structural class, the compounds so far containing bromine.
SMILES	TRPML3 agonist	14-3-3 Bad inh	NPY-Y1 PAM-ag	PGE2 EP2 inh	EP2 modulator	TRPN1 ag	CHOP inhibitor	NPY-Y1 antag	PPC-1+TRAIL kill
COc1ccc(Br)cc1/C=N/NC(=O)CNC(=O)/C=C/c1ccccc1	-0.5	1[fluorescence artefact?]	6	9	-10	-1.4	-12	-1	4
CCc1cc2c(=O)n(-c3ccc(Br)cc3)cnc2s1	0.4	-19	16	15	17	-1.3	-27	6	-1
